# Screens from PubChem BioAssay.
# VLA-4 inh = inhibition in a human VLA-4 binding assay; P13612; VLA-4 expressing cells, ligand binding flow cytometry; inhibition, % (about 7 µM as worked out from the volumes in the protocol); 0.2% of 330,000 active; in the data active means inhibition above about 50%
# Bcl-xL primary = blocks human Bcl-xL binding to Bim BH3 peptide | Q07817 | GST-Bcl-xL / FITC-Bim BH3 peptide fluorescence polarization | inhibition, % at 10.9 µM | 0.7% of 320,000 active | AID 2129;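 active means inhibition above the mean of all tested compounds plus 3 SD, cutoff set per campaign, cut at about 30% in these data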;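 further: 0% = DMSO wells and 100% = unlabeled Bim-BH3 peptide competitor; inhibitors lower millipolarization by displacing the labeled peptide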
# MEX-5 binding = C. elegans MEX-5 TCR-2 RNA binding activity. AID 1832. activity score (negative = inhibition of binding), % at 10 µM. 0.38% of 300,000 active. MEX-5/FITC-TCR2 RNA binding, fluorescence polarization; hits give low values. Q9XUB2;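 active means inhibition past about -25% in most replicates, and total fluorescence under double the plate's negative control median, limit read from the data; inconclusive means replicates evenly split on the limit, or fluorescence at least double controls; inactive means too little inhibition in most replicates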;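 further: 0% = DMSO and -100% = 5 µM competing unlabeled TCR2 RNA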
# Target sequence (Q9XUB2 whole entry, looked up): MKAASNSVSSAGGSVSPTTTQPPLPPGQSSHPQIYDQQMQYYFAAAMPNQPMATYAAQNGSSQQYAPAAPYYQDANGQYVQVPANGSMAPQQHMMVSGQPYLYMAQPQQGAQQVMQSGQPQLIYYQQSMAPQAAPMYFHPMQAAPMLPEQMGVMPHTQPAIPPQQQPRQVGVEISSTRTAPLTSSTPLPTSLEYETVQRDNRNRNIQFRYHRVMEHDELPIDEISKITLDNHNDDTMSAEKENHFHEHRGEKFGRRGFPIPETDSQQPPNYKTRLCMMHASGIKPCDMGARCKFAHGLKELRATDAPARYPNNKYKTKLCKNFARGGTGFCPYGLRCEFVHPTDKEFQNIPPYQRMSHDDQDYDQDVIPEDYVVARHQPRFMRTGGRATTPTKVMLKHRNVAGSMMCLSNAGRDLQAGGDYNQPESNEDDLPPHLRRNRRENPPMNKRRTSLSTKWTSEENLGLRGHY
# MCL1-BIM inh = MCL1-BIM-BH3 interaction inhibition (human). inhibition, % at 10.9 µM. Q07820. AID 2057. GST-MCL1 / FITC-Bim-BH3 fluorescence polarization. 0.68% of 320,000 active;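 active means inhibition above the mean inhibition of all tested compounds plus 3 SD, set per campaign, cut at about 40% in these data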;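 further: 0% = DMSO wells and 100% = unlabeled Bim-BH3 peptide control; higher means more loss of mP so more displacement of Bim peptide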
# GLD-1 RNA inh = GLD-1-TGE RNA interaction inhibition (C. elegans). Q17339. purified GLD-1 + fluorescein TGE RNA, fluorescence polarization. inhibition, % at 5.96 µM. 0.44% of 320,000 active. AID 2280;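 active means percent inhibition above a per-plate cutoff, the plate mean of test compounds plus 3 SD, cut at about 30% in these data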;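 further: 0% = DMSO wells with GLD-1 and probe and 100% = wells lacking GLD-1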
# Target sequence (Q17339 whole entry, looked up): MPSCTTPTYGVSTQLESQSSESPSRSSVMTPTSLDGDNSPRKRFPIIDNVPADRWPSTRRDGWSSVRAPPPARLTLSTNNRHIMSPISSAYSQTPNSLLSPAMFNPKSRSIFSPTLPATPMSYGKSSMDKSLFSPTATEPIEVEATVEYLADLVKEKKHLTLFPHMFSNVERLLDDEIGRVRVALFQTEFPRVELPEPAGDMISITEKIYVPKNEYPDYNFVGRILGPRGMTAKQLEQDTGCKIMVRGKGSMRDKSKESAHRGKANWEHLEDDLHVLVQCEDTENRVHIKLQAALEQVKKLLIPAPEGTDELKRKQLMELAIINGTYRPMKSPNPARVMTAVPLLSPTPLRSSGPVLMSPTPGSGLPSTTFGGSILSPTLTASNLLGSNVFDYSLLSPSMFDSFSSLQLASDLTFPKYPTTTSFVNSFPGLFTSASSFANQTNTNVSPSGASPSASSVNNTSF
# CIT2 TOR yeast = alters CIT2-GFP fluorescence in TOR pathway yeast screen; S. cerevisiae CIT2-GFP strain, flow cytometry, 3 h; 100 means same as DMSO wells; GFP response vs DMSO, % at 10 µM; 0.065% of 320,000 active;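 active means GFP response relative to DMSO above a set limit, near the screen mean plus 3 SD, cut at about 150% in these data; inconclusive means Fewer than 70 cells measured for a yeast strain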;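 further: ratio of well median GFP fluorescence to mean of DMSO wells on the plate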
# Yeast superoxide = caloric restriction mimetics inhibiting age-related superoxide in yeast. AID 2690. 0.18% of 330,000 active. S. cerevisiae aged cells, superoxide DHE fluorescence; hits give low values. superoxide response (% of plate mean), % at 10 µM;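 active means superoxide response under a set limit, about three screen SD below normal, cut at about 65% in these data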;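 further: yeast aged for seven days with compound at 30 °C before DHE staining; 100% = average MFI of all compound-treated wells on the plate with controls excluded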
# GRK2 aptamer HTS = inhibitors of human GRK2 displacing RNA aptamer; bead flow cytometry, FAM-aptamer displacement from GRK2; inhibition of aptamer binding, % at 10 µM; 0.59% of 330,000 active;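 active means inhibition of aptamer binding above 40%, roughly 3 SD of noise, on plates passing a quality check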;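 further: median bead fluorescence of bound FAM aptamer so fluorescent compounds give negative values; no value below 0 was filed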
# AGP1-GFP MLPCN = alters AGP1-GFP fluorescence in TOR pathway yeast screen | S. cerevisiae AGP1-GFP multiplex flow cytometry, 3 h; GFP as percent of DMSO wells | GFP response vs DMSO, % at 10 µM | 0.02% of 320,000 active | AID 2066;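 active means GFP response relative to DMSO above a set limit, near screen average plus 3 SD, cut at about 150% in these data; inconclusive means fewer than 70 cells counted for the yeast strain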;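 further: median GFP channel fluorescence of the gated AGP1 strain per well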
# * marks the source's active call; other numbers are inactive results; ? = inconclusive; / = no result given; [ ] = another dose, or the depositor's remark. Compounds were not picked by outcome, and some 2.1% of all compounds hit somewhere here.
item	canonical_smiles	VLA-4 inh	Bcl-xL primary	MEX-5 binding	MCL1-BIM inh	GLD-1 RNA inh
1	COc1ccccc1NC(=O)C(C)OC(=O)CC1CCCCC1 (centres undefined)	2	-5	/	-14	-1
2	CC(C)Cc1ccc(CN2CCCC(NC(=O)c3ccnn3C)C2)cc1 (centres undefined)	7	7	0.3	7	-1
3	O=C(CC(C(=O)O)N1CCOCC1)Nc1ccc(Cl)cc1 (centres undefined)	11	8	-1.1	4	5
4	C[C@H]1C=C(C(=O)NCc2nc3ccccc3[nH]2)O[C@@H](OCc2ccc(CO)cc2)C1	1	4	3.7	4	2
5	O=C(CSc1nc(C2CC2)nc2ccccc12)Nc1ccccc1N1CCOCC1	4	4	-1.5	5	-2
6	O=C(CSc1nnc(NC(=O)c2c(F)cccc2F)s1)NCc1ccc(F)cc1	-13	-1	-1.3	-2	-2
7	CN(C)c1ccc(/C=N/NC(=O)c2cc(=O)[nH]c3ccccc23)cc1	-9	-5	-3.9	2	4
8	COc1ccc(/C=N/NC(=O)c2ccc(NC(=O)C3CCCCC3)cc2)cc1O	-7	3	4.2	10	8
9	CCOCCOc1nc2c(c(=O)n(C)c(=O)n2C)n1Cc1ccc(C)cc1	-6	9	1.0	9	2
10	C[n+]1ccccc1Nc1cc([N+](=O)[O-])ccc1N	-6	-7	2.1	-27	3
11	CCOC(=O)C1CCN(c2c(NCc3ccc(C(=O)NC(C)CC)cc3)c(=O)c2=O)CC1 (centres undefined)	6	6	-0.9	5	4
12	O=C(COc1ccc2c3c(c(=O)oc2c1)CCC3)NC(Cc1ccc(Cl)cc1)C(=O)O (centres undefined)	-4	3	1.7	2	-3

item	CIT2 TOR yeast	Yeast superoxide	GRK2 aptamer HTS	AGP1-GFP MLPCN
1	97	127	6	102
2	97	92	0	108
3	103	75	0	102
4	91	106	0	96
5	90	114	0	84
6	94	109	0	97
7	105	101	2	104
8	101	112	0	100
9	102	95	0	98
10	94	108	0	87
11	95	83	0	94
12	106	82	3	106

# (list continues)
item	canonical_smiles	VLA-4 inh	Bcl-xL primary	MEX-5 binding	MCL1-BIM inh	GLD-1 RNA inh
13	CC1(/[N+]([O-])=C/c2ccc(F)cc2)CCCCC1=O (centres undefined)	4	-3	0.0	-2	7
14	O=C(Cn1ncc2c(=O)oc3ccccc3c21)N1CCc2ccccc2C1	19	3	3.0	-8	2
15	CCN(CC)CCCNC(=O)CSc1nc(C)cc(C)n1	7	5	0.8	4	-3
16	CN(C)S(=O)(=O)c1ccc(N2CCCC2)c(C(=O)NC2CCC(O)CC2)c1 (centres undefined)	5	4	-0.5	1	6
17	Cc1onc(-c2ccccc2Cl)c1C(=O)Nc1ccc(F)c(F)c1	9	3	-3.0	5	0
18	NC(=S)NNc1cc(Cl)cc(Cl)c1	-6	-3	-0.7	0	2
19	CCc1nc(SCC(=O)Nc2cc(C)on2)c2c(=O)n(C)c(=O)n(C)c2n1	6	-2	1.4	5	-7
20	Cc1ccc(OCc2cc(C(=O)NC(C)Cc3cccnc3)no2)cc1C (centres undefined)	7	3	/	3	10
21	CN1CCC(OC(=O)c2ccccc2Cl)CC1	17	2	-0.5	9	-3
22	O=[N+]([O-])c1cc(C(F)(F)F)cc([N+](=O)[O-])c1NCc1cccnc1	28	8	5.2	11	6
23	CC(C)CCC(C)NC(=O)Cc1ccc(S(=O)(=O)N2CCOCC2)s1 (centres undefined)	6	6	3.2	-5	-2
24	CCC(=O)Nc1ccc(NC(=O)CSc2nnc(-c3ccco3)n2CC)cc1	1	4	2.3	1	-1

item	CIT2 TOR yeast	Yeast superoxide	GRK2 aptamer HTS	AGP1-GFP MLPCN
13	98	99	0	107
14	123	99	0	110
15	103	101	0	101
16	107	94	4	107
17	92	96	0	96
18	102	84	1	107
19	118	123	0	111
20	94	110	0	97
21	109	133	3	107
22	94	101	1	95
23	101	102	3	97
24	115	92	0	109

# Molecules from the list above that contain fluorine (four):
item	canonical_smiles	VLA-4 inh	Bcl-xL primary	MEX-5 binding	MCL1-BIM inh	GLD-1 RNA inh
6	O=C(CSc1nnc(NC(=O)c2c(F)cccc2F)s1)NCc1ccc(F)cc1	-13	-1	-1.3	-2	-2
13	CC1(/[N+]([O-])=C/c2ccc(F)cc2)CCCCC1=O (centres undefined)	4	-3	0.0	-2	7
17	Cc1onc(-c2ccccc2Cl)c1C(=O)Nc1ccc(F)c(F)c1	9	3	-3.0	5	0
22	O=[N+]([O-])c1cc(C(F)(F)F)cc([N+](=O)[O-])c1NCc1cccnc1	28	8	5.2	11	6

item	CIT2 TOR yeast	Yeast superoxide	GRK2 aptamer HTS	AGP1-GFP MLPCN
6	94	109	0	97
13	98	99	0	107
17	92	96	0	96
22	94	101	1	95

# The main list resumes, starting two compounds before the break.
item	canonical_smiles	VLA-4 inh	Bcl-xL primary	MEX-5 binding	MCL1-BIM inh	GLD-1 RNA inh
23	CC(C)CCC(C)NC(=O)Cc1ccc(S(=O)(=O)N2CCOCC2)s1 (centres undefined)	6	6	3.2	-5	-2
24	CCC(=O)Nc1ccc(NC(=O)CSc2nnc(-c3ccco3)n2CC)cc1	1	4	2.3	1	-1
25	CNc1nc(C)nc(N/N=C/c2ccccc2)n1	-8	0	-1.2	-4	2
26	COc1ccc(C)cc1NC(=O)NNC(=O)c1ccoc1C	15	4	0.5	6	8
27	COc1cccc(CN2CCNC(=O)C2CC(=O)NCCc2ccccn2)c1 (centres undefined)	1	15	-2.0	18	0
28	O/C(=C\c1ccc2ccccc2n1)c1ccc(O)cc1O	-44	-29	-0.2	-41	-97
29	O=c1c(-c2nn[nH]n2)coc2ccc(Cl)cc12	14	-2	-2.8	3	-1
30	O=C(CN1CCN(C(=O)C2CCCO2)CC1)Nc1ccc(Br)cc1 (centres undefined)	3	0	2.6	-2	-3
31	Cc1ccc(-c2cc(=O)[nH]c(NCc3ccccc3)n2)cc1	3	-2	/	-11	-2
32	CCOc1ccc2cc(C(=O)c3ccccc3)c(=O)oc2c1	23	2	1.4	-9	4
33	Cc1ccc(C(=O)N2CCN(c3ccc(NC(=O)c4cccnc4Cl)cc3)CC2)cc1	11	6	-1.7	6	5
34	COc1ccc2ccccc2c1/C=N/NC(=S)NCCN1CCOCC1	-4	3	-0.2	8	6
35	COc1ccc(N2CCN(C(=O)CSc3nc4c(c(=O)n(C)c(=O)n4C)n3C(C)C)CC2)cc1	-2	6	0.2	6	1
36	CN(C)S(=O)(=O)c1ccc(C(=O)/C=C/c2cccnc2)cc1	7	3	1.1	1	6

item	CIT2 TOR yeast	Yeast superoxide	GRK2 aptamer HTS	AGP1-GFP MLPCN
23	101	102	3	97
24	115	92	0	109
25	101	111	1	97
26	107[may fluoresce green]	102	3	108[may fluoresce green]
27	86	96	3	94
28	94	101	0	96
29	90	129	0	100
30	98[may fluoresce green]	103	0	97[may fluoresce green]
31	103	111	2	110
32	99	97	3	108
33	106	98	2	107
34	98	106	1	106
35	100	95	6	107
36	?	93	0	?

# (more compounds)
item	canonical_smiles	VLA-4 inh	Bcl-xL primary	MEX-5 binding	MCL1-BIM inh	GLD-1 RNA inh
37	COc1cc(C(=O)Nc2ccc(NC(=O)c3ccccc3Cl)nc2)cc(OC)c1OC	8	5	0.1	7	8
38	CN(C)C(CNC(=O)c1cccc(S(=O)(=O)NCc2ccccc2)c1)c1ccco1 (centres undefined)	4	-2	-0.7	-8	-7
39	CCCn1nc(C(=O)NCCc2ccc(S(N)(=O)=O)cc2)c2ccccc2c1=O	1	0	-1.3	-3	-3
40	COc1ccc(NC(=O)CN2CCN(c3ccc(Cl)cc3)CC2)c(OC)c1	37	7	0.2	2	-2
41	CC1CCCCC1NC(=O)COC(=O)COc1ccccc1F (centres undefined)	2	/	/	/	-2
42	Cc1ccc(C2(C)NC(=O)N(CC(=O)c3ccc4c(c3)OCCO4)C2=O)cc1 (centres undefined)	-9	-1	/	2	5
43	CCCSc1ncc(Cl)c(C(=O)Nc2ccc(S(=O)(=O)N3CC(C)OC(C)C3)cc2)n1 (centres undefined)	-1	-1	-1.7	3	7
44	N#CC1(NC(=O)CN2CCN(S(=O)(=O)c3ccccc3F)CC2)CCCC1	-8	-2	0.3	9	8
45	CNC(=O)NC(=O)COc1c(F)c(F)cc(F)c1F	8	3	1.3	2	2
46	Clc1cc2nc(-c3cccnc3Cl)[nH]c2cc1Cl	1	4	0.6	8	-3
47	Cc1ccc(CNC(=O)C2(S(=O)(=O)c3ccccc3)CC=CC2)cc1	15	2	-1.9	7	2
48	CCn1c(SCC(=O)Nc2c(C#N)cnn2-c2ccccc2)nnc1-c1cccs1	4	2	-1.7	2	7
49	Cc1cccc(N2CCN(C(=O)CCS(=O)(=O)c3ccc(Br)cc3)CC2C)c1 (centres undefined)	8	5	1.0	6	7
50	NS(=O)(=O)c1ccc(CCNC(=O)C2CCN(C(=O)Nc3ccccc3)CC2)cc1	0	/	/	/	1
51	Cc1ccc2oc(=O)c3cnn(CC(=O)N(CCCN4CCOCC4)Cc4ccco4)c3c2c1	13	4	/	6	-3

item	CIT2 TOR yeast	Yeast superoxide	GRK2 aptamer HTS	AGP1-GFP MLPCN
37	100	110	0	103
38	98	100	0	103
39	92	102	0	108
40	104	106	1	107
41	107	120	0	103
42	103	86	0	98
43	104	87	0	/
44	108	102	1	105
45	112	99	0	108
46	99	99	0	96
47	69	94	3	80
48	88	107	1	104
49	99	105	78*	94
50	111	81	2	118
51	86	139	0	91

# Values by screen from the list:
# AGP1-GFP MLPCN, compounds 20 to 28, in order: 97, 107, 95, 97, 109, 97, 108[may fluoresce green], 94, 96
# GRK2 aptamer HTS, compounds 20 to 28, in order: 0, 3, 1, 3, 0, 1, 3, 3, 0
